# Source: PubChem (The Scripps Research Institute Molecular Screening Center)
# TAAR1 ag – agonists of human TAAR1; 360,000 tested, 0.99% active; Q96RJ0; AID 624467; CHO RD-HGA16 TAAR1, Fluo-8 calcium fluorescence; vehicle wells 0%, saturating PEA agonist 100%; activation, % at 3 µM;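 active means activation above the mean activation of all test compounds in the run plus 3 SD, cut at about 38% in these data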
#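 Test system: RD-HGA16 (CHO) cells co-expressing Gα16 and hTAAR1; dosing: one-point dosing at 3 µM (nominal); timing: 17-24 h seeding, 75 min 37 °C dye, 30 min RT; signal: kinetic Fluo-8 calcium fluorescence; read-out basis: % activation relative to PEA EC100 response; controls: DMSO and PEA EC100; replicates: n 1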
# OXTR potentiator – potentiators of human oxytocin receptor | P30559 | CHO-OTR cells, Fluo-8 calcium fluorescence, potentiator mode; 0% = oxytocin EC15, 100% = EC100 | activation, % at 3 µM | 320,000 tested, 0.061% active;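 active means activation above that plate's cutoff, the mean activation of tested compounds plus 3 SD, cut at about 6.6% in these data, passing the limit was not always enough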;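 further: 100% uses oxytocin at 75 nM as the full agonist control; some results filed as inactive read as strong as hits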
# Target sequence (P30559 whole entry, looked up): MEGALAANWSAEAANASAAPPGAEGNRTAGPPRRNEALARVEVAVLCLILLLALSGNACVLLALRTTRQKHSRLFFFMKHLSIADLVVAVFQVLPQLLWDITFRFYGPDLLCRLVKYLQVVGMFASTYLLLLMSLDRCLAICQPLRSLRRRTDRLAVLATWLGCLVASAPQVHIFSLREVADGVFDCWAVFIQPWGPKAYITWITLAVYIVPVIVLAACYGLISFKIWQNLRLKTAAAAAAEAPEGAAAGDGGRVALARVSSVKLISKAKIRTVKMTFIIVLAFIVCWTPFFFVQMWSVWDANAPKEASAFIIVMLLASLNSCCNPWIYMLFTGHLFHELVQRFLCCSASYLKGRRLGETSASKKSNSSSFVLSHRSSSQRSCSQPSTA
#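 Replication – single well per compound, singlicate · Assay system – CHO cell line stably expressing human OTR · Timing – 6 min pre-incubation, 100 s read · Measure – normalized max/min fluorescence ratio, % activation · Doses – 3.0 µM, one dose · Detection – Fluo-8 calcium dye fluorescence · Probe or stimulus – oxytocin near EC15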
# CHRM1 antagonist – human CHRM1 antagonism. AID 588852. 360,000 tested, 1.3% active. inhibition, % at 3 µM. CHO-K1 hM1, Fluo-8 calcium fluorescence, ACh EC80 antagonist. P11229;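 active means percent inhibition above its own plate's cutoff, namely the mean of that plate's compound wells plus 3 SD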;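 further: peak over basal fluorescence ratio during 140 s after agonist addition; 0% = ACh EC80 plus DMSO and 100% = DMSO alone without agonist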
# Target sequence (P11229 whole entry, looked up): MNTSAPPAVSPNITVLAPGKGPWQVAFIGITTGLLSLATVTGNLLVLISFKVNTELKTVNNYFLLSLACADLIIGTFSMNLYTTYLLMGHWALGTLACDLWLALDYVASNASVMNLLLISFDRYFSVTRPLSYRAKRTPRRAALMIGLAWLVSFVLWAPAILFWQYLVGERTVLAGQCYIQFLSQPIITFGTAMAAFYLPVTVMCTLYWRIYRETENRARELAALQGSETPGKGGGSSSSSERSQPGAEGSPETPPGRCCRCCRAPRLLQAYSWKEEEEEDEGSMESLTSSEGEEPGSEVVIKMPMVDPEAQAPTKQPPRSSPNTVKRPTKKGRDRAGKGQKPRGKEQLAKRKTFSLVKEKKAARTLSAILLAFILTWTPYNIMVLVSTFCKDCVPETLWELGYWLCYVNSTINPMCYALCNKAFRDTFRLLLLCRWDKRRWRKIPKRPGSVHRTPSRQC
# CHO parental Ca – counter-screen: ATP calcium response change in parental CHO cells | parental CHO-K1, ATP-induced calcium, Fluo-8 fluorescence | inhibition, % at 5.6 µM | 330,000 tested, 0.63% active | AID 463079;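 active means inhibition above that plate's mean sample inhibition plus 3 SD, cut at about 26% in these data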;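 further: 0% = ATP-challenged DMSO wells and 100% = DMSO wells without ATP; some compounds past the cut are filed as inactive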
#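 Test system: untransfected parental CHO cell line. Compound: one dose, 5.6 µM nominal. Detection: intracellular calcium via Fluo-8 no-wash fluorescent dye. Measure: % inhibition. Benchmarks: ATP-challenged DMSO wells low, unchallenged DMSO wells high.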
# M1 PAM – positive allosteric modulators of human M1 muscarinic receptor; P11229; CHO-K1 hM1, Fluo-8 calcium fluorescence, ACh EC20; 0% = ACh EC20, 100% = maximal ACh; activation, % at 3 µM; 360,000 tested, 0.088% active; AID 588819; in the data active means activation above about 19%, passing the limit was not always enough
# V1aR counter – counter-screen for oxytocin receptor agonists: human V1a receptor agonists | P37288 | CHO-V1R cells, Fluo-8 calcium fluorescence, agonist mode; 0% DMSO, 100% 3 nM vasopressin | activation, % at 3 µM | 320,000 tested, 0.25% active;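 active means activation above the mean activation of all tested compounds plus 3 SD, per screening run, cut at about 20% in these data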;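 further: signal is peak over basal fluorescence ratio across a 100 second FLIPR read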
# OXTR agonist – agonists of human oxytocin receptor | P30559 | CHO-OTR cells, Fluo-8 calcium fluorescence; normalized: DMSO 0%, oxytocin 100% | 320,000 tested, 0.32% active | activation, % at 3 µM | AID 2435;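 active means activation above the mean of all tested compounds plus 3 SD, cutoff set per screening run, cut at about 20% in these data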;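 further: peak over basal fluorescence ratio from a 100 s FLIPR kinetic read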
# CHRM1 agonist – activates human CHRM1 receptor; P11229; CHO-K1 hM1, Fluo-8 calcium fluorescence, agonist mode; 0% DMSO, 100% acetylcholine EC100; activation, % at 3 µM; 360,000 tested, 0.33% active;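 active means activation above the run's mean compound activation plus 3 SD, cut at about 16% in these data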;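 further: peak over basal fluorescence ratio within a 140 s kinetic read after compound addition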
# TAAR1 antagonist – human TAAR1 antagonism | CHO RD-HGA16 TAAR1, Fluo-8 calcium fluorescence, antagonist | AID 624466 | Q96RJ0 | 360,000 tested, 1.5% active | inhibition, % at 3 µM;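 active means inhibition above a per-plate cutoff, the mean inhibition of test compounds on that plate plus 3 SD, cut at about 49% in these data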;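 further: 0% = DMSO plus EC80 beta-PEA response and 100% = DMSO alone without agonist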
#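 test system = CHO RD-HGA16 cells bearing hTAAR1 | replication = singlicate | controls = DMSO-only wells and EC80 β-PEA-stimulated wells | reagent = EC80 β-phenethylamine stimulus | read-out basis = percent inhibition of PEA-evoked calcium signal, max/basal emission ratio | schedule = seeding 17-24 h prior, 75-min 37 °C, 30-min RT dye loading | signal = kinetic Fluo-8 calcium fluorescence measurement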
# Numbers without * were called inactive; . = no result given.
SMILES,TAAR1 ag,OXTR potentiator,CHRM1 antagonist,CHO parental Ca,M1 PAM,V1aR counter,OXTR agonist,CHRM1 agonist,TAAR1 antagonist
COc1ccc(OC)c(-c2csc(NC(=O)c3ccccc3F)n2)c1,5.2,-8.2,-26.4,-11.8,16.3,-0.3,-1.8,-0.5,1.9
COC(=O)C1=C(C)N(c2ccc(C)c(C)c2)/C(=C/c2cccs2)C1=O,3.1,-9.7,-1.3,-7.4,3.9,-0.4,-1.0,-4.7,-13.7
O=C(/C=C/c1ccccc1Cl)Nc1ccccc1,2.7,-7.9,2.3,-4.6,-1.6,-1.1,-2.7,-4.3,-1.4
CN(C(=O)COC(=O)c1ccc([N+](=O)[O-])cc1N)c1ccccc1,4.8,-6.7,-10.3,-6.5,7.1,0.0,-0.6,-4.0,-23.1
COc1ccc(-n2c(Cc3cccn3C)nnc2SCC(=O)Nc2ccc(F)cc2F)cc1,-1.1,-4.9,-10.8,-18.9,8.9,-1.6,-1.3,-5.6,-19.1
COc1ccc(C)cc1NC(=O)c1sc2ncn(CC(=O)N3CCCCC3)c(=O)c2c1C,0.4,-4.7,-1.0,-7.6,1.9,1.5,0.5,-3.1,-0.1
O=C(NCc1ccccn1)C(=O)NCC1OCCN1S(=O)(=O)c1ccc(Cl)cc1 (configuration not stated),0.6,-3.6,-12.7,-0.5,11.7,-0.1,-0.1,-3.9,-3.5
CCOC(=O)c1oc2ccc(Cl)cc2c1NC(C)=O,7.5,6.3,-0.2,-2.9,11.3,-0.4,-0.5,-0.7,12.1
O=C(NCc1cccc(F)c1)c1ccc(N2C(=O)Cn3c(cc4sccc43)C2=O)cc1,4.0,-5.0,-7.4,10.9,-3.1,3.8,0.3,-4.9,0.7
Cc1cc(C)c2c(-n3cccc3)c(C(=O)NNS(=O)(=O)c3ccc(Cl)cc3)sc2n1,3.1,-3.1,5.5,-24.5,-3.0,-1.1,-1.2,-3.6,-9.5
CN(CC(=O)Nc1ccccc1N1CCCC1)S(=O)(=O)c1ccc(F)cc1,1.2,4.6,13.2,-9.9,3.6,-0.8,-2.4,-3.2,25.1
C=CCNc1nc(C(=O)OCC(=O)c2ccc(F)cc2)cs1,-0.2,0.1,-14.0,-11.2,10.9,-0.3,-0.8,-1.1,-24.4
O=C(CSc1ccsc1[N+](=O)[O-])NCCc1ccc(Cl)cc1,35.5,-22.0,-4.8,5.0,3.0,0.8,6.7,-2.9,45.3
Nc1ccc(OCc2ccccc2)cc1,8.0,-0.5,-2.5,-8.8,0.9,-0.2,2.0,-6.5,-23.1
Cc1ccccc1NC(=O)C(NS(=O)(=O)c1ccc2c(c1)c(=O)n(C)c(=O)n2C)c1ccccc1 (configuration not stated),0.3,-7.2,-2.4,-16.9,1.3,-1.4,-2.0,-8.6,-5.7
COc1cccc(CNC(=O)COC(=O)CN(C)S(=O)(=O)c2ccc(NC(C)=O)cc2)c1,2.6,-3.2,-19.3,-13.2,15.4,0.1,0.6,-3.6,-5.2
CCCC(O)(c1ccccc1)C(c1ccccc1)c1ccccn1 (configuration not stated),1.7,.,10.3,.,-5.3,.,.,-4.2,7.4
COc1ccccc1OCC(=O)Nc1ccncc1,1.7,3.1,-12.0,-2.4,8.3,2.3,3.7,-0.5,3.0
O=C(CN1C(=O)c2ccccc2C1=O)NCc1ccc(F)cc1,0.1,1.0,-5.3,-7.1,-2.1,0.3,0.0,-2.5,0.4
O=C(O)C1C2C=CC(C2)C1C(=O)NCc1ccccc1F (configuration not stated),1.7,-2.1,15.8,-9.5,-8.2,0.4,1.2,-5.6,-2.6

# Seven compounds already listed, sorted by the value under M1 PAM, descending:
Compound	M1 PAM
COc1ccc(OC)c(-c2csc(NC(=O)c3ccccc3F)n2)c1	16.3
COc1cccc(CNC(=O)COC(=O)CN(C)S(=O)(=O)c2ccc(NC(C)=O)cc2)c1	15.4
CCOC(=O)c1oc2ccc(Cl)cc2c1NC(C)=O	11.3
COc1ccccc1OCC(=O)Nc1ccncc1	8.3
CN(C(=O)COC(=O)c1ccc([N+](=O)[O-])cc1N)c1ccccc1	7.1
Cc1cc(C)c2c(-n3cccc3)c(C(=O)NNS(=O)(=O)c3ccc(Cl)cc3)sc2n1	-3.0
O=C(NCc1cccc(F)c1)c1ccc(N2C(=O)Cn3c(cc4sccc43)C2=O)cc1	-3.1

# The listing continues:
SMILES,TAAR1 ag,OXTR potentiator,CHRM1 antagonist,CHO parental Ca,M1 PAM,V1aR counter,OXTR agonist,CHRM1 agonist,TAAR1 antagonist
O=C(CSc1ccc(Cl)cc1)NC(=O)NCc1ccco1,2.0,-2.2,3.9,-13.3,0.1,-0.7,-1.9,-4.7,20.1
CC1=C(C(=O)O)N2C(=O)C(NC(=O)c3nn(C)c(C)c3Cl)C2SC1 (configuration not stated),0.1,-2.3,-5.4,-13.0,6.4,0.9,0.8,0.6,-5.6
COc1ccc(C)cc1S(=O)(=O)N(CC(=O)O)c1ccc(F)cc1,17.1,-8.8,-42.0,-1.9,3.8,-0.1,-0.6,1.6,-4.9
O=C(CSc1nnc(Nc2ccccc2F)s1)Nc1cccc(S(=O)(=O)N2CCCCC2)c1,2.1,-14.4,8.0,-20.2,-7.5,4.3,1.7,-6.0,29.9
O=C(C(c1ccccc1)c1ccccc1)N1CCN(CCN2C(=O)c3cccc4cccc(c34)C2=O)CC1,6.0,-0.6,11.4,-14.1,-9.8,-1.1,-1.1,-7.6,19.8
CCCOc1ccc(-c2c(C(=O)N/N=C/c3ccncc3)nnn2-c2nonc2N)cc1,46.6*,-13.1,-5.6,-22.2,0.6,21.3*,8.7,-5.0,18.4
COc1ccc2ncc(S(=O)(=O)c3ccccc3)c(N3CCN(c4ccccc4)CC3)c2c1,0.5,-6.7,12.1,-29.0,-5.6,-0.5,-2.5,-12.3,-11.1
CCCCCN(C(=O)NC(=O)Nn1cnnc1)S(C)(=O)=O,5.2,2.7,-3.9,0.3,14.3,0.1,-0.3,4.6,-7.5
CCOC(=O)C(C)Sc1nc2c(c(=O)[nH]c(=O)n2C)n1C/C=C(/C)Cl (configuration not stated),-0.6,-1.6,-17.9,-25.4,8.1,-0.8,-2.6,-4.7,4.3
N#Cc1ccc(OCC(=O)OCC(=O)Nc2ccc(N3CCOCC3)cc2)cc1,1.3,-3.7,-15.2,-1.1,1.6,1.6,1.8,-0.9,-16.4
Cc1ccccc1NC(=O)Cc1nc(COC(=O)CC(C)c2ccccc2)cs1 (configuration not stated),1.2,.,-12.3,.,-0.5,.,.,-2.6,-1.6
Nc1c(C(=O)NCc2cccs2)nnn1CC(=O)Nc1cccc(Cl)c1,12.5,-10.9,-2.5,4.4,6.5,0.3,0.9,-4.4,-4.7
COc1ccccc1C(=O)NC(CCSC)C(=O)NCc1ccncc1 (configuration not stated),9.2,-6.1,-14.7,-4.7,11.6,-0.1,-0.7,-4.2,3.7
CC(C)(C)C(=O)NC1(C(F)(F)F)NC(=O)N(CCc2ccccc2)C1=O (configuration not stated),12.6,-4.5,-7.4,-19.1,0.3,1.0,0.5,0.3,-17.1
O=C1CCN(Cc2ccc(O)cc2)CCN1[C@H](CO)Cc1ccccc1,6.8,-0.7,-18.7,-8.4,4.0,0.1,0.8,-0.8,7.6
O=C(Cc1ccccc1)NC(=S)Nc1cccc(C(F)(F)F)c1,55.5*,-11.5,-6.9,0.9,-0.1,11.9,7.9,-1.9,43.1
CCOC(=O)c1c(CN2CCCCC2)n(C)c2ccc(OC)c(S(=O)(=O)c3ccccc3)c12,3.0,-14.2,-10.8,-9.8,5.1,1.1,0.4,-5.3,25.9
O=C(Nc1ccc(N2CCN(C(=O)c3ccccc3)CC2)cc1)c1cccs1,1.1,-6.0,2.3,1.7,0.9,4.0,3.7,-0.1,12.3
O=C(CSc1ncccn1)NCC1CCCO1 (configuration not stated),6.6,-1.6,1.4,3.0,0.8,-0.4,-0.7,-1.8,-20.6
O=S(=O)(c1ccc2c(c1)OCCO2)N1CCNCC1,0.4,-3.5,-15.1,4.7,12.0,0.0,0.5,-1.4,6.8

# An excerpt from above in order of count of non-hydrogen atoms, lowest first.
SMILES,TAAR1 ag,OXTR potentiator,CHRM1 antagonist,CHO parental Ca,M1 PAM,V1aR counter,OXTR agonist,CHRM1 agonist,TAAR1 antagonist
COc1ccccc1OCC(=O)Nc1ccncc1,1.7,3.1,-12.0,-2.4,8.3,2.3,3.7,-0.5,3.0
N#Cc1ccc(OCC(=O)OCC(=O)Nc2ccc(N3CCOCC3)cc2)cc1,1.3,-3.7,-15.2,-1.1,1.6,1.6,1.8,-0.9,-16.4
COc1ccc(C)cc1NC(=O)c1sc2ncn(CC(=O)N3CCCCC3)c(=O)c2c1C,0.4,-4.7,-1.0,-7.6,1.9,1.5,0.5,-3.1,-0.1

# Next structures follow.
SMILES,TAAR1 ag,OXTR potentiator,CHRM1 antagonist,CHO parental Ca,M1 PAM,V1aR counter,OXTR agonist,CHRM1 agonist,TAAR1 antagonist
Cc1ccc(C)c(NC(=O)C(Sc2ncnc3ccccc23)c2ccccc2)c1 (configuration not stated),.,-1.6,0.0,-0.5,-0.4,0.6,-0.8,-3.9,.
O=c1c2cc(C(F)(F)F)ccc2sn1-c1ccccc1,35.7,.,0.1,.,-2.5,.,.,16.0*,25.2
O=C(NCCc1ccccn1)c1ccc(OC2CCN(CCc3ccccc3)CC2)cc1,1.7,.,16.3,.,-11.6,.,.,-7.5,-1.6
COc1ccc(NC(=S)NCc2ccc(S(N)(=O)=O)cc2)c(OC)c1,0.9,-6.6,-7.6,-1.2,1.5,-0.5,-1.0,-3.5,15.2
O=C(CCCCCNC(=O)N1CCn2c1nc1ccccc12)N[C@H](Cc1ccccc1)C(=O)O,0.2,1.3,-18.3,-12.4,8.9,0.6,0.0,-3.1,-31.9
CCC(C)N1CC(=O)N2C(c3ccc(OC)cc3OC)c3[nH]c4ccccc4c3C[C@H]2C1=O (some centres not stated),9.0,-12.4,-15.7,-38.3,3.8,-0.5,-1.6,-2.4,4.2
O=C(O)c1cc(-c2ccccc2)n[nH]1,0.9,-14.4,-3.0,-10.9,-2.5,0.2,-0.5,0.0,1.6
C=C(C)Cn1c(SCC)nc2ccccc2c1=O,13.9,0.2,-5.0,-23.4,2.8,-1.1,-2.1,-4.2,-4.8
O=[N+]([O-])c1ccc(/C=N/n2cn[nH]c2=S)cc1,-0.1,-3.5,-38.0,-2.2,9.2,-0.1,0.2,-1.1,-10.1
C=C(C)CSc1nc2nc(C)c(Br)cc2[nH]1,6.5,0.0,-3.8,-10.0,-2.0,-0.8,-1.9,-6.1,9.4
